CHO parental Ca: counter-screen: ATP calcium response change in parental CHO cells; parental CHO-K1, ATP-induced calcium, Fluo-8 fluorescence; inhibition, % at 5.6 µM; actives 0.63% (n = 330,000);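 active = inhibition above that plate's mean sample inhibition plus 3 SD, cut at about 26% in these data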;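 note: 0% = ATP-challenged DMSO wells and 100% = DMSO wells without ATP; some compounds past the cut are filed as inactive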
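Measured by: calcium-sensitive Fluo-8 fluorescence / Test system: CHO parental line / Controls: ATP-challenged DMSO wells low, unchallenged DMSO wells high / Measure: % inhibition / Compound: single nominal dose of 5.6 µM per compound / Replicates: single well per compound, no replicates / Reagent: ATP as calcium-mobilizing challenge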
CHRM4 antagonist: CHRM4 antagonism in calcium assay; CHO-hM4 cells, ACh EC80, Fluo-8 calcium fluorescence; P08173; inhibition, % at 3 µM; AID 624125; actives 0.73% (n = 360,000);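 active = inhibition above its plate's cutoff, the mean inhibition of sample wells plus 3 SD, cut at about 27% in these data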;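 note: 0% = acetylcholine EC80 with DMSO and 100% = DMSO without agonist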
Target sequence (P08173 whole entry, looked up): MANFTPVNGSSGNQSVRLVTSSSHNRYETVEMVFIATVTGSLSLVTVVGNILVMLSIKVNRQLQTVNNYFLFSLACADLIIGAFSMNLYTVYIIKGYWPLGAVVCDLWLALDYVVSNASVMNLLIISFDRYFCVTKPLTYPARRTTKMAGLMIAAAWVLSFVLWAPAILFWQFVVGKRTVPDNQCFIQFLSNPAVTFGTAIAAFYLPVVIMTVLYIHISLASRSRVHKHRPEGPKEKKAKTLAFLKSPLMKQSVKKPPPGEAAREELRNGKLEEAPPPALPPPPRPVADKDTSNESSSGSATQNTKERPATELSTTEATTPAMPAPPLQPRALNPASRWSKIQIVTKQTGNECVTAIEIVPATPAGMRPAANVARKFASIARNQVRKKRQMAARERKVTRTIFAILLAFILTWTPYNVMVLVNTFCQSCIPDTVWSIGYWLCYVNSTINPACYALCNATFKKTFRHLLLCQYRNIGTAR
CHO-K1 Ca ag: counter-screen for M1 agonists: effect in parental CHO-K1 cells. actives 0.48% (n = 360,000). activation, % at 3 µM. Fluo-8 calcium fluorescence; scaled to maximal ATP response, vehicle zero. AID 602248; in the data active = activation above about 15%;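 note: untransfected CHO-K1 host cells lacking M1 receptor as counterscreen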
OXTR potentiate: human OXTR potentiation; P30559; CHO-OTR cells, Fluo-8 calcium fluorescence, potentiator mode; 0% = oxytocin EC15, 100% = EC100; activation, % at 3 µM; actives 0.061% (n = 320,000);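 active = activation above that plate's cutoff, the mean activation of tested compounds plus 3 SD, cut at about 6.6% in these data, passing the limit was not always enough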;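 note: 100% uses oxytocin at 75 nM as the full agonist control; some results filed as inactive read as strong as hits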
Target sequence (P30559 whole entry, looked up): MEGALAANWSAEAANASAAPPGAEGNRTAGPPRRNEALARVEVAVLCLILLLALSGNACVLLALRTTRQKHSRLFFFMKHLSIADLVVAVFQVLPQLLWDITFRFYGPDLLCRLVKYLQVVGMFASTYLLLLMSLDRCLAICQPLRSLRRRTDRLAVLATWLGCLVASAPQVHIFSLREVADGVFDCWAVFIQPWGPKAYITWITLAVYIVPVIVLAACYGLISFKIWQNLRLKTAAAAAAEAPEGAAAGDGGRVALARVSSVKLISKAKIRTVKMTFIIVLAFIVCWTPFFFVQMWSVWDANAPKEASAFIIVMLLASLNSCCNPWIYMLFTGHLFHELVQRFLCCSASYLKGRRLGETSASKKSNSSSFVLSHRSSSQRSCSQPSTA
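Replication – single well per compound, singlicate · Assay system – CHO cell line stably expressing human OTR · Timing – 6 min pre-incubation, 100 s read · Measure – normalized max/min fluorescence ratio, % activation · Doses – 3.0 µM, one dose · Detection – Fluo-8 calcium dye fluorescence · Probe or stimulus – oxytocin near EC15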
M1 ag: agonists of human M1 muscarinic receptor; actives 0.33% (n = 360,000); activation, % at 3 µM; AID 588814; CHO-K1 hM1, Fluo-8 calcium fluorescence, agonist mode; 0% DMSO, 100% acetylcholine EC100;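 active = activation above the run's mean compound activation plus 3 SD, cut at about 16% in these data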;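 note: peak over basal fluorescence ratio within a 140 s kinetic read after compound addition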
CHO-K1 Ca antag: nonselective inhibitor or artifact in parental CHO-K1 cells; actives 0.6% (n = 360,000); inhibition, % at 3 µM; AID 602250; ATP-induced calcium, Fluo-8 fluorescence;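 active = inhibition above a per-plate cutoff, the plate's mean sample inhibition plus 3 SD, cut at about 24% in these data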;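 note: 0% = DMSO plus EC80 ATP and 100% = DMSO alone without ATP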
M1 antag: human CHRM1 antagonism. P11229. AID 588852. inhibition, % at 3 µM. CHO-K1 hM1, Fluo-8 calcium fluorescence, ACh EC80 antagonist. actives 1.3% (n = 360,000);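 active = percent inhibition above its own plate's cutoff, namely the mean of that plate's compound wells plus 3 SD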;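 note: peak over basal fluorescence ratio during 140 s after agonist addition; 0% = ACh EC80 plus DMSO and 100% = DMSO alone without agonist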
M1 PAM: human CHRM1 positive allosteric modulation; CHO-K1 hM1, Fluo-8 calcium fluorescence, ACh EC20; 0% = ACh EC20, 100% = maximal ACh; activation, % at 3 µM; actives 0.088% (n = 360,000); P11229; in the data active = activation above about 19%, passing the limit was not always enough
CHRM4 agonist: agonists of human muscarinic M4 receptor (CHRM4); P08173; CHO-K1 hM4/Gqi5, Fluo-8 calcium fluorescence; vehicle 0%, full acetylcholine response 100%; activation, % at 3 µM; actives 0.14% (n = 360,000); AID 624127;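 active = activation above the run mean over all test wells plus 3 SD, cut at about 32% in these data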;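 note: peak over basal fluorescence ratio per well then scaled between controls; 0% = DMSO wells and 100% = acetylcholine at EC100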
* hit, by the source's call; / = not tested or not shown.

Screens in order – CHO parental Ca, CHRM4 antagonist, CHO-K1 Ca ag, OXTR potentiate, M1 ag, CHO-K1 Ca antag, M1 antag, M1 PAM, CHRM4 agonist
CCn1c(SCC(=O)Nc2oc(-c3ccccc3)c(-c3ccccc3)c2C#N)nnc1-c1ccco1
 : -19, -3, 1.0, -9, -4, -8, -2, 2, 1
CCN(CC(=O)NCc1ccc(Cl)cc1)C(=O)CSc1ccccc1F
 : -18, -11, 0.1, -5, -4, 0, -9, 3, 3
O=C(CSc1nnc(CNC(=O)c2c(F)cccc2Cl)o1)NC1CCCCC1
 : -16, -4, 0.9, 1, -3, -8, -8, 8, 1
O=C(N/N=C\c1ccc(F)cc1)c1csnn1
 : 0, -11, 0.1, -1, -2, -7, 6, -3, 1
Cc1cc2nc(-c3cccc(Cl)c3)c(Cc3ccsc3)n2c(C)c1Br
 : /, -15, 0.0, /, /, 20, /, /, 0
O=[N+]([O-])c1ccc(CSc2ncnc3c2ncn3[C@@H]2O[C@H](CO)[C@@H](O)[C@H]2O)cc1
 : -12, -3, 2.0, 1, 2, 8, -23, 4, 2
CCN(CC)C(=S)Sc1c(-c2ccccc2)c2cc(Cl)ccc2[nH]c1=O
 : -27, 17, 0.2, -2, -4, -2, 4, 3, -1
CSc1cccc(NC(=O)CN(C2CCCCC2)S(C)(=O)=O)c1
 : -7, -7, 0.7, -10, -3, 3, -9, -5, 3
CSc1cccc(NC(=O)CN(c2ccccc2)S(=O)(=O)N(C)C)c1
 : -17, 0, 0.5, -9, 0, -21, -21, 16, 2
O=S(=O)(Nc1cccc2ccccc12)c1cccs1
 : -4, -7, 0.4, -7, -2, -10, -8, 9, 1
CCOC(=O)C(NC(=O)NCc1cccc(C(F)(F)F)c1)(OCC)C(F)(F)F (stereo not drawn)
 : -6, -4, 0.3, -8, -8, -4, -6, 7, -1
Cc1ccc(C)c(N2CCN(C(=O)Cn3cccc3)CC2)c1
 : -23, 13, 0.8, -5, -5, -15, -6, 3, 1
Cc1sc(NC(=O)Cc2ccc3c(c2)OCO3)nc1-c1ccc2c(c1)CCN2C(=O)c1ccccc1F
 : 13, -3, 0.5, -11, -1, 11, 4, -1, 1
C[C@@H]1OC(C2CCCCC2)N(C)[C@H]2C[C@H]3c4[nH]c5ccccc5c4CCN3C[C@@H]12 (stereo partly drawn)
 : /, -6, -0.2, /, -11, 24*, 23, -17, 0
COc1cccc(/C=C2\SC(=S)N(CCCC(=O)Nc3cc(C)on3)C2=O)c1
 : -23, -3, 14, -13, -2, 12, -11, 10, 0
CNc1ncc(C(=O)C(C)(C)C)s1
 : 4, 0, 0.2, -1, -6, 1, 7, -3, 0
CCCCCCCCCCC(C(=O)O)C1(C(=O)O)CCC(=O)O1 (stereo not drawn)
 : /, 5, 0.1, /, -4, 4, -12, 4, 0
CCOc1ccccc1N1CCN(C(=O)NCc2ccc(C)cc2)CC1
 : -7, 1, 3.1, -5, -2, -9, -4, 5, 13
COc1ccc(-n2nc3c(c2NC(=O)c2cc4ccccc4o2)CS(=O)(=O)C3)cc1
 : -15, -7, 1.5, 1, 0, -15, 4, 5, 4
CC(C)CC(N)c1csc(NC(=O)C(c2ccccc2)c2ccccc2)n1 (stereo not drawn)
 : /, 10, 6.9, /, 9, 4, -2, 9, 21
CCOCc1nnc(NC(=O)c2c(-c3ccccc3)noc2C)s1
 : /, 0, 0.2, /, -3, -20, -20, 11, -1
CC(C)NS(=O)(=O)c1ccc(OCC(=O)NC(C)c2ccccc2)cc1 (stereo not drawn)
 : -5, -3, 5.7, -8, -4, -8, -2, 6, 0
CN(C)CCNC(=O)c1cccc(-c2cnc3c(NC=O)cc(-c4cccs4)cn23)c1
 : /, 11, -0.2, /, -9, 10, 16, -9, 0
O=C(O)c1ccccc1-c1csc(-c2ccccc2)n1
 : -15, -2, -0.4, -4, -5, 2, 1, 3, 0
CC1CCc2nc3ccc(S(=O)(=O)N4CCC(C(=O)N5CCCCCC5)CC4)cc3c(C(=O)O)c2C1 (stereo not drawn)
 : -5, 4, 0.2, -2, -2, -11, 8, 1, 0
CCOC(=O)c1cnn(-c2nc(C)cc(C)n2)c1N
 : -3, -12, -0.2, 1, -2, -3, -20, -3, 0
CCOC(=O)c1c(-c2ccc(C)c(C)c2)csc1NC(=O)C1CC=CCC1C(=O)O (stereo not drawn)
 : 3, 1, 0.1, -12, -8, -4, -7, -1, -1
O=S(=O)(CCN1C=CC(C(F)(F)F)=NCC1)c1ccc(Cl)cc1Cl
 : -22, 1, -0.2, -7, -1, 3, -10, 14, 0
CN(C)S(=O)(=O)c1ccc(Cl)c(NC(=O)CNC2(C)CCS(=O)(=O)C2)c1 (stereo not drawn)
 : -13, -4, 1.1, -6, -2, -9, -14, 8, 1
O=C(NNC(=O)C1CC(c2cccs2)=NO1)NC1CCCCC1 (stereo not drawn)
 : -8, -14, -0.2, 2, -2, -11, -3, 4, 0
Cc1nc2cc(NS(=O)(=O)c3cccc4cccnc34)ccc2s1
 : -5, -1, 8.2, -25, 6, -8, -15, 1, 11
Cc1csc(NC(=O)C2CCC(C)(C(=O)O)C2(C)C)n1 (stereo not drawn)
 : -12, 1, 0.3, -2, -3, -6, 12, -7, 0
Cc1ccc(NC(=O)CN2CCN(Cc3ccccc3)CC2)cc1F
 : -7, 3, 0.9, 3, -9, -11, -7, 7, 0
CC(C)N(CCNC(=O)c1ccc(NC2=NC3CS(=O)(=O)CC3S2)cc1)Cc1ccco1 (stereo not drawn)
 : -4, 9, 0.2, -2, -12, -8, -8, 1, 0
C/C(=N\NC(=S)NC1CCCCC1)c1c(F)cccc1F
 : -8, 3, 1.9, -19, -15, -14, -3, -3, 0
Cc1ccc(F)cc1NC(=O)c1sc2ncn(CC(=O)N3CCN(c4ccccn4)CC3)c(=O)c2c1C
 : -22, -5, 0.6, -7, -4, -6, -8, 6, 1
CN(C)c1ccc(/C=N/c2cc(-c3ccccc3)nn2-c2ccccc2)cc1
 : -19, 9, 0.0, -10, -3, -6, -2, 10, 0
CCCN1C2CCCC1CC(NC(=O)c1ccccc1F)C2 (stereo not drawn)
 : 1, -3, 0.0, -10, -5, 17, 10, -7, 1
COc1ccc(N(C(=O)c2ccncc2)S(=O)(=O)c2ccc(F)cc2)cc1
 : -7, -11, 1.4, -5, -3, 1, -14, 10, 2
CCCOC(=O)C1=C(C)NC(=O)NC1c1ccc(Br)s1 (stereo not drawn)
 : -4, 4, 0.0, -17, -4, -6, -6, -2, 0
CCNC(=O)C1CC(=O)N(Cc2ccc3c(c2)OCO3)C(=Nc2ccc(OCC)cc2)S1 (stereo not drawn)
 : -3, -9, 0.6, -4, -2, -16, -28, 10, 1
O=C(COC(=O)c1ccccc1NC(=O)c1ccco1)NC1CCS(=O)(=O)C1 (stereo not drawn)
 : -3, -3, 0.3, -7, -4, -9, 0, 3, 0
Cc1nn(C)c(Cl)c1CN1CCN(C2CCCCC2)C(CCO)C1 (stereo not drawn)
 : -18, -7, 0.1, -4, -7, -3, -4, 1, 1
NS(=O)(=O)c1ccc(N2CCN(C(=O)c3ccco3)CC2)nc1
 : -3, 5, -0.2, 6, -4, -9, -1, 4, 2
Cc1cc(=O)oc2cc(OCC(O)CN3CCc4ccccc4C3)ccc12 (stereo not drawn)
 : -26, -1, -0.5, -14, -4, 20, 16, -5, 1
O=C(Cc1ccc(S(=O)(=O)N2CCOCC2)s1)Nc1ccccc1Br
 : 1, 6, 1.7, -3, -5, -13, -9, 6, 1
COc1cc(C(=O)Nc2ccccc2C(=O)Nc2ccccn2)cc(OC)c1OC
 : -15, 3, 4.8, -5, -3, 10, 23, -6, 13
Cn1cc(/C=N/NC(=O)c2cccc([N+](=O)[O-])c2)c2ccccc21
 : -3, -11, 1.2, -10, -9, -2, -11, 2, 2
CC(=O)Nc1ccccc1NC(=O)C/C(C)=N/NC(=O)C(=O)Nc1cccc(Cl)c1C
 : -4, -28, -0.1, 3, -5, -24, 5, -2, 1
O=C(NCc1ccc2c(c1)OCO2)c1ccc(CS(=O)(=O)c2cccc(C(F)(F)F)c2)o1
 : -12, 2, 3.3, -2, -4, -5, -8, 8, 7
Cn1cccc1/C=C1\SC(=S)N(NC(=O)c2ccc(F)cc2)C1=O
 : -1, -5, 1.7, -10, 2, 2, -5, 9, 3
COc1ccc(Cn2nnnc2C(c2cccs2)N2CCCCCC2)cc1 (stereo not drawn)
 : 23, 9, -0.2, -24, -6, -4, 10, -12, 0
CCOC(=O)c1cnn(CCOC(=O)C2CC2)c1NC(=O)C1CC1
 : -3, -3, 0.7, 2, -6, -11, -4, 2, 1
CCCCCCN1C[C@H](n2cc(COC(=O)c3ccccc3)nn2)[C@@H](O)C[C@@H]1c1ccc(OC)cc1
 : /, 3, 0.1, /, -6, -2, -15, -1, 0
CCN(CC)CCN(C(=O)c1ccc(N2C(=O)CCC2=O)cc1)c1nc2cc3c(cc2s1)OCCO3
 : -2, -2, 0.7, 2, -6, -10, -10, 3, 1

In the list so far, these contain a Cl atom.
Screens in order – CHO parental Ca, CHRM4 antagonist, CHO-K1 Ca ag, OXTR potentiate, M1 ag, CHO-K1 Ca antag, M1 antag, M1 PAM, CHRM4 agonist
CCN(CC(=O)NCc1ccc(Cl)cc1)C(=O)CSc1ccccc1F
 : -18, -11, 0.1, -5, -4, 0, -9, 3, 3
O=C(CSc1nnc(CNC(=O)c2c(F)cccc2Cl)o1)NC1CCCCC1
 : -16, -4, 0.9, 1, -3, -8, -8, 8, 1
Cc1cc2nc(-c3cccc(Cl)c3)c(Cc3ccsc3)n2c(C)c1Br
 : /, -15, 0.0, /, /, 20, /, /, 0
CCN(CC)C(=S)Sc1c(-c2ccccc2)c2cc(Cl)ccc2[nH]c1=O
 : -27, 17, 0.2, -2, -4, -2, 4, 3, -1
O=S(=O)(CCN1C=CC(C(F)(F)F)=NCC1)c1ccc(Cl)cc1Cl
 : -22, 1, -0.2, -7, -1, 3, -10, 14, 0
CN(C)S(=O)(=O)c1ccc(Cl)c(NC(=O)CNC2(C)CCS(=O)(=O)C2)c1 (stereo not drawn)
 : -13, -4, 1.1, -6, -2, -9, -14, 8, 1
Cc1nn(C)c(Cl)c1CN1CCN(C2CCCCC2)C(CCO)C1 (stereo not drawn)
 : -18, -7, 0.1, -4, -7, -3, -4, 1, 1
CC(=O)Nc1ccccc1NC(=O)C/C(C)=N/NC(=O)C(=O)Nc1cccc(Cl)c1C
 : -4, -28, -0.1, 3, -5, -24, 5, -2, 1

Single records, from the list above.
`Cn1cccc1/C=C1\SC(=S)N(NC(=O)c2ccc(F)cc2)C1=O` reads CHO parental Ca = -1; CHRM4 antagonist = -5; CHO-K1 Ca ag = 1.7; OXTR potentiate = -10; M1 ag = 2; CHO-K1 Ca antag = 2; M1 antag = -5; M1 PAM = 9; CHRM4 agonist = 3
`O=C(Cc1ccc(S(=O)(=O)N2CCOCC2)s1)Nc1ccccc1Br` reads CHO parental Ca = 1; CHRM4 antagonist = 6; CHO-K1 Ca ag = 1.7; OXTR potentiate = -3; M1 ag = -5; CHO-K1 Ca antag = -13; M1 antag = -9; M1 PAM = 6; CHRM4 agonist = 1
